# Bioassay records deposited in PubChem BioAssay by Broad Institute.
# STK33 inh: human STK33 kinase inhibition. AID 2322. ADP-Glo luminescence, MBP substrate. inhibition, % at 12.5 µM. 27,000 tested, 0.44% active. Q9BYT3; in the data active means inhibition above about 20%
# Target sequence (Q9BYT3 whole entry, looked up): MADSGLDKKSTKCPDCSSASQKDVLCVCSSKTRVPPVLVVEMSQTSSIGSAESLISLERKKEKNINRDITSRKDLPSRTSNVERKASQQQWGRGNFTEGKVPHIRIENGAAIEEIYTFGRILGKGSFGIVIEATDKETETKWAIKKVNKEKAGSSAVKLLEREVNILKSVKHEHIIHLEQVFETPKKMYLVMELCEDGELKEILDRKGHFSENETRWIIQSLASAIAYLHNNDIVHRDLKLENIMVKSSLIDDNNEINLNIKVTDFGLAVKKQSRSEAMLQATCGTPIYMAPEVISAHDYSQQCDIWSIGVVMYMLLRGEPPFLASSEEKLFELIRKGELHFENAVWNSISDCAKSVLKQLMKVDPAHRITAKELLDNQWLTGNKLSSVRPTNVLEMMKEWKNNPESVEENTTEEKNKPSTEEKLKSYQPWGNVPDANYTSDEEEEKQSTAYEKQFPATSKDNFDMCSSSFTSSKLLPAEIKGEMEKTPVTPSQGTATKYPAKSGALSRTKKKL
# mut p53 react: restores mutant p53 pathway signaling in SW480 cells | activation, % at 9.98 µM | SW480 PUMA-promoter luciferase, p53 mutant reactivation | 28,000 tested, 1.5% active; in the data active means activation above about 52%
# An asterisk follows results filed as active; . = no result given. Not all compounds are listed; the hit share may differ from the screen's.
SMILES,STK33 inh,mut p53 react
COc1ccc(NC(=O)N(C)C[C@@H]2OCCCC[C@@H](C)Oc3ccc(NC(=O)Nc4c(C)noc4C)cc3C(=O)N([C@H](C)CO)C[C@@H]2C)cc1,-1,.
CCCNC(=O)C[C@@H]1C[C@H]2c3cc(NC(=O)c4cccnc4)ccc3O[C@H]2[C@H](CO)O1,.,0
C[C@@H]1CN([C@H](C)CO)C(=O)Cc2cc(NS(=O)(=O)c3ccc(F)cc3)ccc2O[C@H]1CN(C)Cc1ccncc1,-1,9
Cc1noc(C)c1NC(=O)N(C)C[C@H]1Oc2ccc(NC(=O)CCC(F)(F)F)cc2CC(=O)N([C@@H](C)CO)C[C@H]1C,-2,18
C[C@@H]1CN([C@H](C)CO)C(=O)CCCn2cc(nn2)CO[C@H]1CN(C)S(=O)(=O)c1ccc(Oc2ccccc2)cc1,-1,0
C[C@@H]1CN([C@H](C)CO)S(=O)(=O)c2ccc(C#CC3CC3)cc2O[C@@H]1CN(C)C(=O)c1cnccn1,.,-1
COc1ccc(S(=O)(=O)N(C)C[C@H]2Oc3ccc(NC(=O)Cc4cn(C)c5ccccc45)cc3C(=O)N([C@@H](C)CO)C[C@@H]2C)cc1,.,-11
CSc1nc2ccc(S(=O)(=O)NCCOc3ccc(Cl)cc3)cc2s1,0,1
FC(F)(F)c1ccnc(SCn2c(=S)sc3ccccc32)n1,.,-12
C[C@@H]1CN([C@@H](C)CO)C(=O)c2cc(NC(=O)CCC(F)(F)F)ccc2O[C@H]1CN(C)C(=O)Nc1ccccc1,.,-3
COc1cccc(-c2cnc3c(c2)C(=O)N([C@H](C)CO)C[C@H](C)[C@H](CN(C)S(=O)(=O)c2ccccc2)O3)c1,-1,.
Cc1cccc(S(=O)(=O)N(C)C[C@H]2OCc3cnnn3CCCC(=O)N([C@H](C)CO)C[C@@H]2C)c1,0,.

# Entries of single compounds as entered above. Values in the order: STK33 inh, mut p53 react
# Record of C[C@@H]1CN([C@@H](C)CO)C(=O)c2cc(NC(=O)CCC(F)(F)F)ccc2O[C@H]1CN(C)C(=O)Nc1ccccc1 : ., -3
# Record of CCCNC(=O)C[C@@H]1C[C@H]2c3cc(NC(=O)c4cccnc4)ccc3O[C@H]2[C@H](CO)O1 : ., 0
# Record of FC(F)(F)c1ccnc(SCn2c(=S)sc3ccccc32)n1 : ., -12

# Carrying on.
SMILES,STK33 inh,mut p53 react
C[C@H]1CN([C@@H](C)CO)C(=O)CCCn2cc(nn2)CO[C@@H]1CN(C)S(=O)(=O)c1ccc(Oc2ccccc2)nc1,-1,-18
Cc1cc(=O)[nH]c(SCC(=O)Nc2ccc(Br)cc2)c1C#N,.,15
C[C@H](CO)N1C[C@H](C)[C@H](CN(C)Cc2ccc(Cl)c(Cl)c2)Oc2ccc(NC(=O)Cc3cn(C)c4ccccc34)cc2CC1=O,5,.
CC(C)NC(=O)N(C)C[C@H]1OCCCC[C@H](C)Oc2ccc(NC(=O)Nc3cccc4ccccc34)cc2C(=O)N([C@@H](C)CO)C[C@H]1C,.,-10
CN(C)C(=O)C[C@H]1C[C@H]2c3cc(NS(C)(=O)=O)ccc3O[C@H]2[C@@H](CO)O1,.,14
COc1ccc(NC(=O)N(C)C[C@@H]2OCc3cnnn3CCCC(=O)N([C@H](C)CO)C[C@H]2C)c(OC)c1,-4,.
C[C@@H]1CN([C@@H](C)CO)C(=O)Cc2cc(NS(C)(=O)=O)ccc2O[C@@H]1CN(C)C(=O)Nc1ccc(F)cc1,-1,.
CCOc1ccc(C(C)=O)cc1CSc1nc(C)cc(=O)[nH]1,0,22
COc1ccc2oc3ccccc3c(=O)c2c1,61*,.
Cc1noc(C)c1NC(=O)N(C)C[C@H]1OCc2cnnn2CCCC(=O)N([C@@H](C)CO)C[C@@H]1C,3,.
COc1ccc(S(=O)(=O)N(C)C[C@@H]2Oc3ccc(NC(=O)Nc4cccc5ccccc45)cc3CC(=O)N([C@H](C)CO)C[C@@H]2C)cc1,-1,4
CC(C)NC(=O)N(C)C[C@@H]1OCCCC[C@H](C)Oc2ccc(NC(=O)C3CCCCC3)cc2C(=O)N([C@@H](C)CO)C[C@@H]1C,.,1

# Looked up above.
# COc1ccc(NC(=O)N(C)C[C@@H]2OCc3cnnn3CCCC(=O)N([C@H](C)CO)C[C@H]2C)c(OC)c1 in STK33 inh → -4
# COc1ccc2oc3ccccc3c(=O)c2c1 in STK33 inh → 61*
# Cc1noc(C)c1NC(=O)N(C)C[C@H]1OCc2cnnn2CCCC(=O)N([C@@H](C)CO)C[C@@H]1C in STK33 inh → 3
# Cc1cc(=O)[nH]c(SCC(=O)Nc2ccc(Br)cc2)c1C#N in mut p53 react → 15

# Continued.
SMILES,STK33 inh,mut p53 react
COc1ccc(OC)c(C(=O)CCC(=O)Nc2ccc(Cl)cc2)c1,-4,3
C[C@H]1CN([C@@H](C)CO)C(=O)c2cc(NS(C)(=O)=O)ccc2O[C@H]1CN(C)C(=O)Nc1ccc(F)cc1,.,7
C[C@H]1CN([C@@H](C)CO)C(=O)c2cccc(NC(=O)Nc3cccc4ccccc34)c2O[C@H]1CN(C)S(=O)(=O)c1cccs1,.,1
COc1ccc(C(C)C)cc1S(=O)(=O)NCCN1CCOCC1,0,6
COC(=O)N(C)C[C@H]1OCc2cnnn2CCCC(=O)N([C@H](C)CO)C[C@H]1C,8,7
Cc1cc(C(=O)Nc2cccc3c2O[C@@H](CN(C)S(=O)(=O)c2cccs2)[C@@H](C)CN([C@H](C)CO)C3=O)n(C)n1,0,0
C[C@@H]1CN([C@@H](C)CO)C(=O)Cc2cc(N(C)C)ccc2O[C@@H]1CN(C)C(=O)Nc1ccc2c(c1)OCO2,0,9
CC1Cc2ccc(F)cc2CN1C(=O)c1ccc(COc2ccccc2Br)o1 (centres undefined),.,-10
Cc1ccc(S(=O)(=O)NC(C)C(=O)Nc2cccc([N+](=O)[O-])c2)cc1 (centres undefined),0,-27
CC(C)NC(=O)Nc1ccc2c(c1)C(=O)N([C@H](C)CO)C[C@H](C)[C@@H](CN(C)Cc1ccccc1)O2,1,2
Cc1sc(NC(=O)c2cc(-c3cccnc3)nc3ccc(Cl)cc23)c(C(N)=O)c1-c1ccccc1,-2,6
C[C@H]1CN([C@@H](C)CO)S(=O)(=O)c2ccc(C#Cc3ccccn3)cc2O[C@@H]1CN(C)Cc1ccc(F)cc1,.,-49
COc1ccc(S(=O)(=O)Nc2ccc3c(c2)C(=O)N([C@@H](C)CO)C[C@H](C)[C@H](CN(C)C(=O)Nc2c(C)noc2C)O3)cc1,-1,.
COc1ccc(NC(=O)CNC(=O)c2ccc(C(C)(C)C)cc2)cc1,-4,-1
CCOc1ccc2ccccc2c1C(=O)N[C@@H]1C(=O)N2[C@@H]1SC(C)(C)[C@@H]2C(=O)O,-2,-6
C[C@@H]1CN([C@@H](C)CO)C(=O)Cc2cc(NC(=O)NC3CCCCC3)ccc2O[C@H]1CN(C)Cc1ccc2c(c1)OCO2,.,-1
Cc1cccnc1NC(=O)C(C)Oc1ccccc1 (centres undefined),4,-14
COc1ccc(CN(C)C[C@H]2Oc3c(NC(=O)c4nc5ccccc5s4)cccc3C(=O)N([C@@H](C)CO)C[C@@H]2C)cc1,.,-9
CCCC(O)C#Cc1cnc2c(c1)C(=O)N([C@H](C)CO)C[C@H](C)[C@H](CN(C)Cc1ccc(F)cc1)O2 (some centres undefined),-4,.
CCOC(=O)CC(c1ccccc1)S(=O)(=O)O (centres undefined),-1,-19
CC(C)C(NC=O)C(=O)N1CCC2Oc3ccc(cc3)/C=C\NC(=O)C(Cc3ccccc3)NC(=O)C21 (centres undefined),-8,-10
COc1ccc(NC(=O)Nc2ccc3c(c2)CC(=O)N([C@@H](C)CO)C[C@H](C)[C@H](CN(C)Cc2ccc(-c4ccccc4)cc2)O3)cc1,-1,.
Cc1ccc(S(=O)(=O)N(C)C[C@@H]2Oc3c(NC(=O)Nc4ccc(C(F)(F)F)cc4)cccc3C(=O)N([C@@H](C)CO)C[C@H]2C)cc1,.,-6
O=C(COc1ccc(F)cc1)Nc1ncccn1,-1,-1
C[C@H]1CN([C@@H](C)CO)S(=O)(=O)c2ccc(C#CCN(C)C)cc2O[C@@H]1CN(C)Cc1ccccn1,.,2
COc1ccc(S(=O)(=O)Nc2ccc3c(c2)C(=O)N([C@@H](C)CO)C[C@@H](C)[C@@H](CN(C)S(C)(=O)=O)OCCCC[C@@H](C)O3)cc1,.,3
CNC[C@@H]1Oc2ncc(C#Cc3ccccc3F)cc2C(=O)N([C@@H](C)CO)C[C@@H]1C,.,10
C=C1C(=O)O[C@H]2C1[C@H](OC(=O)/C(C)=C/CO)C/C(C)=C\CC[C@@]1(CO)OC21 (some centres undefined),-4,6
CC(CNC(=O)c1ccco1)NC(=O)c1ccco1 (centres undefined),-3,-2
COc1ccccc1NC(=O)CSc1nc2ccccc2c(=O)n1-c1ccc(C)cc1,1,4
c1ccc(-c2cc3ccccc3[nH]2)cc1,.,6
C[C@H](CO)N1C[C@H](C)[C@H](CN(C)C(=O)Nc2ccccc2)Oc2ccc(NC(=O)Nc3ccccc3)cc2C1=O,.,4
C[C@@H]1CN([C@@H](C)CO)C(=O)Cc2cc(NS(=O)(=O)c3ccc(Cl)cc3)ccc2O[C@H]1CN(C)C(=O)NC1CCCCC1,.,11
COc1cc(CO)ccc1OCc1cccc(C(=O)O)c1,-5,-73
COc1ccc([Si](C)(C)[C@H]2[C@H](CCn3cc(CCO)nn3)O[C@@]3(C(=O)N(Cc4ccc(N5C(=O)c6cccc7cccc5c67)cc4)c4ccccc43)[C@@H]2C)cc1,7,.
Nc1cc(N)nc(SCc2cccnc2)n1,-6,4
C[C@H]1CN([C@@H](C)CO)S(=O)(=O)c2ccc(-c3ccccc3F)cc2O[C@@H]1CN(C)Cc1ccncc1,.,-43
CCNC(=O)N1CCN(CCCC(c2ccc(F)cc2)c2ccc(F)cc2)CC1,-1,-6
Cn1c(SCC(=O)N2c3ccccc3Sc3ccccc32)nnc1-c1ccccc1Cl,-6,-11
C[C@@H]1CN([C@H](C)CO)S(=O)(=O)c2ccc(C#CCN(C)C)cc2O[C@H]1CN(C)S(=O)(=O)c1cccc(F)c1,.,0
COc1cccc(NC(=O)N(C)C[C@H]2OCc3cnnn3CCCC(=O)N([C@H](C)CO)C[C@H]2C)c1,-3,.
Cc1cc(Cl)ccc1NC(=O)CN(c1cccc(Cl)c1)S(C)(=O)=O,-3,3
C[C@H](CO)N1C[C@H](C)[C@@H](CN(C)C)OCCCC[C@H](C)Oc2ccc(NC(=O)CCCN(C)C)cc2C1=O,.,3
Cc1ccc(S(=O)(=O)N(C)C[C@H]2Oc3ccc(NC(=O)NC4CCCCC4)cc3CC(=O)N([C@@H](C)CO)C[C@H]2C)cc1,2,.
C=CCn1c(SCc2ccccc2C#N)nnc1-c1ccccc1O,-1,-3
O=C(c1cccs1)n1nc(-c2ccccc2)nc1NCc1ccco1,6,86*
Cc1noc(C)c1S(=O)(=O)N(C)C[C@H]1OCCCC[C@@H](C)Oc2ccc(NC(=O)CCCN(C)C)cc2C(=O)N([C@@H](C)CO)C[C@H]1C,.,5
Cc1ccc(N(CC(=O)Nc2cc(Cl)ccc2C)S(C)(=O)=O)c(C)c1,0,-5
CCOC(=O)CNc1nc2ccccc2n2cnnc12,0,0
COc1ccc(C(C)=O)cc1CSc1nc2cc(C)c(C)cc2[nH]1,2,15
C[C@H]1CN([C@@H](C)CO)C(=O)c2cccc(NS(C)(=O)=O)c2O[C@H]1CN(C)Cc1ccc2c(c1)OCO2,.,-1
COc1ccc(C2CC(=O)c3ccc(OC)cc3O2)cc1 (centres undefined),5,97*
C=C(CO)C(=O)O[C@H]1C[C@@]2(C)OC(=O)/C(=C/C)[C@@]23CC[C@@](C)(O)CC(=O)[C@@]1(C(=C)C(=O)OC)O3,1,13
C[C@H](CO)N1C[C@H](C)[C@H](CN(C)S(=O)(=O)c2ccc(F)cc2)Oc2ncc(C#Cc3ccc(C(F)(F)F)cc3)cc2C1=O,0,.
C[C@@H]1CN([C@H](C)CO)C(=O)Cc2cc(NC(=O)Nc3ccccc3)ccc2O[C@@H]1CN(C)C(=O)Nc1ccccc1,1,5
C[C@H](CO)N1C[C@H](C)[C@H](CN(C)S(=O)(=O)c2cn(C)cn2)OCCCC[C@H](C)Oc2ccc(NC(=O)CCCN(C)C)cc2C1=O,.,-3
COc1ccc(CN(C)C[C@H]2Oc3ccc(NS(=O)(=O)c4ccc(OC)cc4)cc3CC(=O)N([C@H](C)CO)C[C@@H]2C)cc1,.,-3
COc1ccc(S(=O)(=O)NCCc2ccc(OC)c(OC)c2)cc1Cl,-3,1
C[C@@H]1CN([C@@H](C)CO)C(=O)Cc2cc(NC(=O)Nc3ccccc3)ccc2O[C@@H]1CN(C)Cc1ccccc1,-1,.
C[C@H](CO)N1C[C@H](C)[C@@H](CN(C)C(=O)NC2CCCCC2)Oc2ccc(NC(=O)Cc3ccccc3)cc2C1=O,.,0
# The listing continues.
SMILES,STK33 inh,mut p53 react
C[C@@H]1CCCCO[C@@H](CN(C)S(=O)(=O)c2ccc(Cl)cc2)[C@@H](C)CN([C@H](C)CO)C(=O)c2cc(NC(=O)Nc3ccc(F)cc3)ccc2O1,1,.
C[C@@H]1CN([C@H](C)CO)C(=O)Cc2cc(NC(=O)C3CC3)ccc2O[C@H]1CN(C)Cc1ccncc1,1,4
COc1ccc(-c2cc(C(=O)OCc3ccco3)c3ccccc3n2)cc1OC,4,23
COc1ccc2nc(Nc3nc(CSc4ccc(Cl)cc4)cc(=O)[nH]3)nc(C)c2c1,6,6
O=C(CNC(=O)c1cn(-c2ccccc2)nc1-c1ccccc1)c1ccccc1,-1,121*
CCOc1ccc(Oc2nc(NCC(C)C)nc(N(C)C)n2)nn1,1,1
C[C@@H]1CN([C@H](C)CO)C(=O)c2cc(NS(=O)(=O)c3cccs3)ccc2O[C@H]1CN(C)Cc1ccc(Oc2ccccc2)cc1,0,.
CCc1ccccc1NC(=O)CSc1nnc(-c2ccccc2)n1C,-1,2

# Part of the list above in order of formula weight, rising:
SMILES,STK33 inh,mut p53 react
CCc1ccccc1NC(=O)CSc1nnc(-c2ccccc2)n1C,-1,2
O=C(CNC(=O)c1cn(-c2ccccc2)nc1-c1ccccc1)c1ccccc1,-1,121*
COc1ccc(-c2cc(C(=O)OCc3ccco3)c3ccccc3n2)cc1OC,4,23
COc1ccc2nc(Nc3nc(CSc4ccc(Cl)cc4)cc(=O)[nH]3)nc(C)c2c1,6,6
